PRC2 inh – inhibitors of human EZH2/PRC2 methyltransferase; Q15910; PRC2 H3K27 methylation, DELFIA TRF, 1 h; inhibition, % at 12.5 µM; actives 0.35% (n = 57,000);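 active = mean inhibition of replicates at least 50% and every single replicate also reaching 50%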;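 note: dimethyl H3K27 on biotinylated H3 21-44 peptide detected by antibody; plate controls were median neutral control wells for no effect and median positive control wells for full effect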
Target sequence (Q15910 whole entry, looked up): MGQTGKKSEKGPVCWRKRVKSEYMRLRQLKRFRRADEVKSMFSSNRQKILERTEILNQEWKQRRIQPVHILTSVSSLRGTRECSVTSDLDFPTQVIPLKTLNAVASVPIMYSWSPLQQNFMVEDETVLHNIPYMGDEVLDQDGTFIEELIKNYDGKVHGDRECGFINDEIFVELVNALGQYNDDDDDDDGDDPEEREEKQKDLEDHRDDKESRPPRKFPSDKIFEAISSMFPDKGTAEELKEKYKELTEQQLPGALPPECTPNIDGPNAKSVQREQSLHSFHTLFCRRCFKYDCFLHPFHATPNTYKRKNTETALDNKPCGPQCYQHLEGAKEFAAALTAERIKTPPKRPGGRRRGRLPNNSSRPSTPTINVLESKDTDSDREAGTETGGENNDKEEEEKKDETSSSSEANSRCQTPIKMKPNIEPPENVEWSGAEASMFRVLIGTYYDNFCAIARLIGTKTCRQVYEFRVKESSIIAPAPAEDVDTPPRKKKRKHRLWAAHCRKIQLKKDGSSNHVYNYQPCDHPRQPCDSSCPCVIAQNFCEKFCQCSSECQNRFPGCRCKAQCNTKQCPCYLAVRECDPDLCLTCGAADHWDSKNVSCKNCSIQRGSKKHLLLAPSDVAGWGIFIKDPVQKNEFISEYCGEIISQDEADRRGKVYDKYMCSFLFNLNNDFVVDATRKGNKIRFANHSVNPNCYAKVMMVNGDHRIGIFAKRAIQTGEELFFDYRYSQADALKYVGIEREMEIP
IDH1 R132H inh – inhibitors of human IDH1 R132H. O75874. IDH1 R132H reductase, diaphorase/resazurin fluorescence, 60 min. inhibition, % at 10 µM. actives 0.18% (n = 70,000). AID 624101; in the data active = inhibition above about 34%;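 note: 0% = DMSO and 100% = no enzyme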
Active calls of the source: *; · = no result given. A portion of the library. The share of hits here may be higher or lower than overall.

Molecule	PRC2 inh	IDH1 R132H inh
CO[C@H]1CN(C)C(=O)c2ccc(NC(=O)c3nc4ccccc4s3)cc2OC[C@H](C)N(Cc2cccnc2)C[C@H]1C	-23.8	·
COc1ccccc1NC(=O)CSC1CC(=O)N(c2ccc(C)cc2)C1=O (centres undefined)	-5.6	0.1
COc1ccc(CNC(=O)C[C@H]2CC[C@H](NC(=O)Nc3ccc4c(c3)OCO4)[C@H](CO)O2)cc1	13.2	-0.1
O=C(NO)c1cccc(C(=O)N/N=C/c2ccc(O)c(O)c2)c1	94.4*	-1.1
C[C@H](CO)N1C[C@H](C)[C@@H](CN(C)S(=O)(=O)c2cccs2)Oc2ncc(/C=C/c3ccccc3)cc2C1=O	-17.2	-0.1
C[C@H]1CN([C@@H](C)CO)C(=O)c2cccc(NC(=O)c3ccncc3)c2O[C@@H]1CN(C)C(=O)Nc1cccc2ccccc12	-5.7	1.1
CC(C)[C@H](C)NC(=O)N(C)C[C@H]1OCc2ccccc2-c2c(n(C)c3ccccc23)C(=O)N([C@@H](C)CO)C[C@H]1C	-32.1	-0.4
C[C@@H]1CCCCO[C@H](CN(C)Cc2ccc(C(=O)O)cc2)[C@H](C)CN([C@H](C)CO)C(=O)c2cc(NC(=O)C3CCCCC3)ccc2O1	·	2.9
Cc1noc(C)c1S(=O)(=O)Nc1ccc2c(c1)C(=O)N([C@H](C)CO)C[C@@H](C)[C@@H](CN(C)S(=O)(=O)c1cccs1)OCCCC[C@H](C)O2	·	-0.1
CNC[C@H]1Oc2ccc(NC(=O)Cc3ccccc3)cc2CC(=O)N([C@@H](C)CO)C[C@H]1C	-4.9	0.2
Cc1ccc(S(=O)(=O)N(C)C[C@H]2OCc3ccccc3-c3c(n(C)c4ccccc34)C(=O)N([C@H](C)CO)C[C@@H]2C)cc1	-28.9	·
CO[C@H]1CN(C)C(=O)c2cc(NC(=O)C3CC3)ccc2OC[C@@H](C)N(C(=O)CN2CCOCC2)C[C@H]1C	0.7	-0.2
C[C@@H]1CN([C@H](C)CO)C(=O)c2cccc(NC(=O)Nc3ccc(F)cc3)c2O[C@@H]1CN(C)S(=O)(=O)c1ccc(Cl)cc1	·	-0.2
Nc1ncnc2c1[nH]c(=S)n2CCOc1cccc2ccccc12	3.8	0.7
O=S(=O)(N[C@@H]1CC[C@@H](CCn2cc(C3CC3)nn2)O[C@@H]1CO)c1ccc(Cl)cc1	-5.4	-0.2
C[C@H](CO)N1C[C@H](C)[C@H](CN(C)Cc2ccc(C(=O)Nc3ccccc3N)cc2)Oc2c(NS(=O)(=O)c3ccc(Cl)cc3)cccc2C1=O	-25.1	-0.3
C[C@H]1CN([C@@H](C)CO)C(=O)c2cc(NC(=O)CCN3CCOCC3)ccc2O[C@@H]1CN(C)Cc1ccc(C(=O)Nc2ccccc2N)cc1	-12.4	·
C[C@@H]1CN([C@H](C)CO)C(=O)c2cccc(N(C)C)c2O[C@H]1CN(C)C(=O)Nc1ccccc1	-3.4	0.1
O=C(CSc1nc2ccccc2c(=O)[nH]1)Nc1cccc([N+](=O)[O-])c1	14.3	0.4
C[C@H](CO)N1C[C@H](C)[C@@H](CN(C)C(=O)c2ccc3c(c2)OCO3)Oc2cc(-c3ccccc3)ccc2S1(=O)=O	7.7	0.2
CO[C@@H]1CN(C)C(=O)c2ccc(NC(=O)C3CCC3)cc2OC[C@H](C)N(Cc2ccccn2)C[C@@H]1C	5.8	0.2
CCS(=O)(=O)Nc1ccc2c(c1)C(=O)N(C)C[C@H](OC)[C@@H](C)CN(C(=O)COC)[C@H](C)CO2	-4.4	0.2
COc1ccc(C#Cc2ccc3c(c2)[C@]2(C(=O)N3)[C@H](c3ccccc3OCCO)N3[C@H](c4ccccc4)[C@H](c4ccccc4)OC(=O)[C@H]3[C@@H]2C(=O)N2CCN(c3ncccn3)CC2)cc1	-14.1	·
C[C@@H]1CN([C@H](C)CO)C(=O)c2cc(NC(=O)Cc3ccccc3)ccc2O[C@@H]1CN(C)Cc1ccncc1	-4.0	0.6
COc1ccc(S(=O)(=O)Nc2ccc3c(c2)CC(=O)N([C@@H](C)CO)C[C@@H](C)[C@H](CN(C)S(=O)(=O)c2c(C)noc2C)O3)cc1	·	-0.2
C[C@@H]1CN([C@H](C)CO)C(=O)CCCn2nncc2CO[C@@H]1CN(C)C(=O)C1CC1	·	0.2
COc1ccc(NC(=O)Nc2ccc3c(c2)C(=O)N([C@H](C)CO)C[C@@H](C)[C@@H](CN(C)S(=O)(=O)c2ccc(F)cc2)OCCCC[C@H](C)O3)cc1	·	-2.0
C[C@H](CO)N1C[C@H](C)[C@H](CN(C)Cc2ccc3c(c2)OCO3)Oc2ccc(NS(=O)(=O)c3ccccc3)cc2CC1=O	9.0	0.9
Cc1cccc(-c2nnc(SCC(=O)Nc3ccccc3F)o2)c1	7.3	0.2
O=C(C[C@H]1C=C[C@H](NC(=O)CN2CCOCC2)[C@H](CO)O1)NC1CCCCC1	-1.5	0.0
CCC(=O)N(C)C[C@H]1Oc2ncc(-c3cccc(OC)c3)cc2C(=O)N([C@@H](C)CO)C[C@H]1C	1.5	-25.0
C[C@@H]1CN([C@H](C)CO)C(=O)c2cc(-c3ccccc3F)cnc2O[C@@H]1CN(C)Cc1ccccc1	2.7	-1.0
Cc1ccc(S(=O)(=O)N(C)C[C@H]2Oc3ccc(NC(=O)C4CC4)cc3C(=O)N([C@@H](C)CO)C[C@@H]2C)cc1	3.7	0.1
Cc1noc(C)c1S(=O)(=O)Nc1ccc2c(c1)CC(=O)N([C@@H](C)CO)C[C@H](C)[C@@H](CN(C)Cc1ccc(C(F)(F)F)cc1)O2	·	0.1
C[C@@H]1CCCCO[C@H](CN(C)Cc2ccccc2)[C@@H](C)CN([C@H](C)CO)C(=O)c2cc(NC(=O)CCCN(C)C)ccc2O1	-2.1	-0.3
CCCC(=O)Nc1ccc2c(c1)C(=O)N(C)C[C@@H](OC)[C@H](C)CN(C(=O)CC)[C@@H](C)CO2	4.7	0.3
CCCC(=O)Nc1ccc2c(c1)C(=O)N(C)C[C@H](OC)[C@H](C)CN(Cc1ccccn1)[C@@H](C)CO2	-8.1	-0.4
Cc1ccc(C(=O)CCNc2ccc3c(c2)oc2ccccc23)o1	7.5	0.0
CCC(=O)N(C)C[C@@H]1Oc2cc(-c3cncnc3)ccc2S(=O)(=O)N([C@H](C)CO)C[C@H]1C	·	0.7
CO[C@H]1CN(C)C(=O)c2ccc(NC(=O)Nc3cccc(F)c3)cc2OC[C@H](C)N(C)C[C@H]1C	-18.2	0.2

Among those listed so far, two contain an NH in an aromatic ring.
Molecule	PRC2 inh	IDH1 R132H inh
Nc1ncnc2c1[nH]c(=S)n2CCOc1cccc2ccccc12	3.8	0.7
O=C(CSc1nc2ccccc2c(=O)[nH]1)Nc1cccc([N+](=O)[O-])c1	14.3	0.4

Next part:
Molecule	PRC2 inh	IDH1 R132H inh
O=C(C[C@@H]1C=C[C@H](NC(=O)CCN2CCCCC2)[C@H](CO)O1)NCc1ccc(Cl)c(Cl)c1	-2.0	0.1
C[C@H]1CN([C@@H](C)CO)C(=O)Cc2cc(NS(=O)(=O)c3ccccc3)ccc2O[C@H]1CN(C)S(=O)(=O)c1ccc(Cl)cc1	·	-0.4
COc1cccc(NC(=O)N(C)C[C@@H]2Oc3cc(/C=C/c4ccccc4)ccc3S(=O)(=O)N([C@@H](C)CO)C[C@H]2C)c1	13.2	·
C[C@H](CO)N1C[C@H](C)[C@H](CN(C)Cc2ccccn2)Oc2ncc(C#Cc3ccc(F)cc3)cc2C1=O	-7.0	1.6
COc1ccc(CN(C)C[C@@H]2Oc3ccc(NC(=O)Cc4ccccc4)cc3CC(=O)N([C@H](C)CO)C[C@@H]2C)cc1	-0.2	-0.2
Nc1cc(=O)[nH]c(SCC(=O)NCc2ccco2)n1	-8.3	0.9
O=C(C[C@@H]1C=C[C@@H](NC(=O)CCN2CCCCC2)[C@H](CO)O1)Nc1ccc(-c2ccccc2)cc1	-16.1	0.3
CO[C@@H]1CN(C)C(=O)c2cc(NS(=O)(=O)c3ccc(Oc4ccccc4)cc3)ccc2OC[C@@H](C)NC[C@@H]1C	-8.3	-0.2
COc1ccc(CN(C)C[C@@H]2Oc3ccc(NC(=O)Cn4cnnn4)cc3CC(=O)N([C@@H](C)CO)C[C@@H]2C)cc1	5.8	-0.8
Cc1cccc(C)c1OCc1nnc2c3cnn(-c4ccccc4)c3ncn12	-2.5	-0.1
COc1cccc(CNC(=O)C[C@@H]2CC[C@@H](NC(=O)C3CC3)[C@H](CO)O2)c1	0.4	-0.2
CC1=Nc2ccc(C)cc2/C1=C\c1c(N)n2nc(S(=O)(=O)CC(C)C)sc2nc1=O	24.8	-4.6
C[C@@H]1CN([C@@H](C)CO)C(=O)c2c(c3ccccc3n2C)-c2ccccc2CO[C@@H]1CN(C)C(=O)[C@H](Cc1ccccc1)N(C)C	-16.7	0.1
COCC(=O)N1C[C@H](C)[C@H](OC)CN(C)C(=O)c2cc(NC(=O)C3CCC3)ccc2OC[C@H]1C	9.8	-0.4
CO[C@@H]1CN(C)C(=O)c2cc(NS(=O)(=O)c3ccccc3)ccc2OC[C@H](C)N(C)C[C@@H]1C	1.3	-0.1
CC(C)CC#Cc1cnc2c(c1)C(=O)N([C@H](C)CO)C[C@@H](C)[C@H](CN(C)C(=O)c1ccc3c(c1)OCO3)O2	·	-1.4
C[C@@H]1CN([C@H](C)CO)C(=O)Cc2cc(N(C)C)ccc2O[C@@H]1CN(C)S(=O)(=O)c1cccs1	-1.0	-3.4
CCCN1C[C@H](C)[C@@H](OC)CN(C)C(=O)c2ccc(NC(=O)c3ccccc3)cc2OC[C@H]1C	6.9	0.4
O=C(C[C@@H]1C[C@@H]2c3cc(NC(=O)Nc4ccccc4F)ccc3O[C@@H]2[C@H](CO)O1)NC1CCCC1	12.1	-0.2
O=C(C[C@H]1CC[C@@H](NC(=O)C2CC2)[C@@H](CO)O1)NCCCN1CCOCC1	9.6	-0.1
CC(C)C#Cc1cnc2c(c1)C(=O)N([C@@H](C)CO)C[C@H](C)[C@@H](CN(C)Cc1ccccc1F)O2	10.2	-0.6
C[C@H]1CN([C@@H](C)CO)S(=O)(=O)c2ccc(C#CCN(C)C)cc2O[C@H]1CN(C)Cc1cccnc1	·	6.6
C[C@@H]1CCCCO[C@H](CN(C)S(=O)(=O)c2cccs2)[C@H](C)CN([C@H](C)CO)C(=O)c2cc(NC(=O)NC3CCCCC3)ccc2O1	·	1.6
CNC[C@@H]1Oc2cc(C#Cc3ccc(F)cc3)ccc2S(=O)(=O)N([C@H](C)CO)C[C@H]1C	·	-3.2

Single values from the entries so far:
IDH1 R132H inh with O=C(C[C@@H]1C[C@@H]2c3cc(NC(=O)Nc4ccccc4F)ccc3O[C@@H]2[C@H](CO)O1)NC1CCCC1 = -0.2
IDH1 R132H inh with CC(C)C#Cc1cnc2c(c1)C(=O)N([C@@H](C)CO)C[C@H](C)[C@@H](CN(C)Cc1ccccc1F)O2 = -0.6

(list continues)
Molecule	PRC2 inh	IDH1 R132H inh
Cc1noc(C)c1S(=O)(=O)Nc1ccc2c(c1)C(=O)N([C@@H](C)CO)C[C@@H](C)[C@@H](CN(C)C(=O)Nc1ccc3c(c1)OCO3)O2	·	0.7
C[C@@H]1CN([C@H](C)CO)C(=O)c2cc(C#Cc3ccccc3)cnc2O[C@H]1CN(C)C(=O)C1CC1	-7.3	-0.1
Cc1ccc([N+](=O)[O-])cc1NC(=O)Cn1cnc2ccccc2c1=O	10.5	0.0
CC(C)NC(=O)N(C)C[C@H]1Oc2c(NC(=O)Nc3ccccc3)cccc2C(=O)N([C@H](C)CO)C[C@H]1C	3.5	·
O=C(C[C@H]1C[C@@H]2c3cc(NC(=O)C4CCC4)ccc3O[C@@H]2[C@@H](CO)O1)NC1CCCCC1	17.9	0.4
O=C(NC1CCCCC1)N[C@@H]1CC[C@H](CCNS(=O)(=O)c2ccc(Cl)cc2)O[C@H]1CO	-6.1	0.2
CNC[C@H]1Oc2cc(C#CCC(C)C)ccc2S(=O)(=O)N([C@@H](C)CO)C[C@@H]1C	-11.8	-1.4
O=C(C[C@H]1C[C@@H]2c3cc(NC(=O)Cc4ccncc4)ccc3O[C@@H]2[C@@H](CO)O1)NCc1ccc2c(c1)OCO2	-8.6	0.3
CNC(=O)CCC(=O)Nc1ccc(C(=O)OC)cc1	-1.9	0.2
C[C@H]1CN([C@@H](C)CO)C(=O)c2cccc(NC(=O)c3ccncc3)c2O[C@@H]1CN(C)C(=O)Nc1ccccc1	·	-0.1
C[C@@H]1CCCCO[C@H](CN(C)Cc2ccncc2)[C@@H](C)CN([C@H](C)CO)C(=O)c2cc(N(C)C)ccc2O1	2.4	3.7
CCC(=O)N(C)C[C@@H]1Oc2cc(C#CCC(C)C)ccc2S(=O)(=O)N([C@@H](C)CO)C[C@@H]1C	·	0.3
Cc1ccc(S(=O)(=O)Nc2ccc3c(c2)C(=O)N([C@@H](C)CO)C[C@@H](C)[C@@H](CN(C)C(=O)Nc2ccc(F)cc2)O3)cc1	-2.7	-5.4
CCC(=O)Nc1ccc2c(c1)C(=O)N(C)C[C@@H](OC)[C@@H](C)CN(Cc1ccccc1C(=O)O)[C@H](C)CO2	-1.3	-0.1
C[C@@H]1CN([C@H](C)CO)C(=O)Cc2cc(NC(=O)Nc3ccc(F)cc3)ccc2O[C@H]1CN(C)C	·	0.8
COCC(=O)N[C@@H]1CC[C@@H](CC(=O)N2CCCCC2)O[C@@H]1CO	-14.9	-1.0
O=C(CSc1nnc(-c2ccc(Br)cc2)o1)Nc1ccc(Cl)c(Cl)c1	-4.7	-0.2
